EPAC1 ag: EPAC1 (human) agonism. O95398. EPAC1 agonist qHTS, biochemical assay; response scale: 100% = response to 6.5 mM cAMP. Potency, µM (doses to about 154 µM), for inactives: at the top dose activation, actives largely listed as activators. actives 0.073% (n = 360,000). AID 720707; note: potency is the fitted concentration of half-maximal effect; nearly all actives have a fitted effect of over 60% in size
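Fluorescent GDP-exchange assay: 100 nM EPAC1 with 250 nM Rap1B preloaded with BODIPY-GDP and 50 uM GDP; compounds tested as concentration series, 5 min at room temperature, then read every 5 min for 30 min (ex 480/em 540 nm); normalized to 6.5 mM cAMP.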
WRN inhibitor: blocks human WRN helicase; Q14191; WRN helicase unwinding, fluorescent forked duplex, kinetic; Potency, µM (series often up to 114 µM), without a hit: top-dose activity change, negative = inhibition, actives largely listed as inhibitors; actives 0.46% (n = 360,000); AID 651768; note: potency is the fitted concentration of half-maximal effect; % is set by controls: 0 for no effect and ±100 for the full control effect; nearly all actives have a fitted effect of over 55% in size
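Enzyme (20 nM final) and test compound sit together 15 min at room temperature before substrate addition. Substrate is a single-forked duplex oligonucleotide (100 nM) labelled with fluorophore and quencher, with 2 mM ATP; helicase unwinding raises red fluorescence, read kinetically.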
IL-2 act: activates IL-2 in a cell-based reporter assay; IL-2 activation reporter assay, cell-based qHTS; stimulated with anti-CD3/CD4/CD28 beads; in transgenic mouse T cells; activation, % (series mostly up to about 46 µM); actives 0.065% (n = 360,000); in the data active = activation above about 50%; inconclusive = mostly about 30% to 49%; note: 0% is about no effect
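Screening format: compound pinned onto unstimulated transgenic mouse T cells, 60 min incubation, then anti-CD3/anti-CD4/anti-CD28 bead stimulation for 18 hours at 37 degrees C, followed by EGFP and DsRed detection.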
PLK1 PBD inh: inhibitors of human PLK1 polo-box domain binding. Plk1 PBD binding of FITC phosphopeptide, fluorescence polarization. Potency, µM, without a hit: max response, negative = inhibition, most hits filed as inhibitors. actives 2.8% (n = 360,000). AID 720504; note: potency is the fitted concentration of half-maximal effect; series mostly up to about 57 µM; % is set by controls: 0 for no effect and ±100 for the full control effect; nearly all actives have a fitted effect of over 65% in size
aSyn rescue: rescues yeast growth from alpha-synuclein toxicity. Yeast expressing alpha-synuclein, growth rescue, BacTiter-Glo, 24 h. Potency, µM (series often up to 46.1 µM), without a hit: at the highest dose growth rescue (activation), usual class: activators. actives 0.14% (n = 370,000). AID 652106; note: potency is the fitted concentration of half-maximal effect; % of control where 0% means no effect; nearly all actives have a fitted effect of over 65% in size
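Galactose-induced alpha-syn yeast (OD600=0.02, raffinose-pregrown) + pinned cpd, 24 hr, 30 deg C; growth by BacTiter-Glo luminescence. Growth restoration scores as activation.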
EPAC1 antagonist: EPAC1 (human) antagonism. O95398. EPAC1 GEF assay, Rap1b-BODIPY-GDP exchange fluorescence. Potency, µM (series often up to 115 µM), inactives show at the top dose activity change, negative = inhibition, most hits filed as inhibitors. actives 0.14% (n = 360,000);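 note: potency is the fitted concentration of half-maximal effect; plate controls were vehicle for no effect and positive control for full effect; nearly all actives have a fitted effect of over 50% in size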
Abeta yeast res: A-beta toxicity reversal in yeast | yeast expressing A-beta42, growth rescue, OD600, 48 h; response scale: 0% DMSO, 100% iron-clioquinol control | actives 0.063% (n = 410,000) | AID 1347071 | Potency, µM (titrated, usually from 46.1 µM), for the others: top-dose growth rescue, hits mostly activators; note: potency is the fitted concentration of half-maximal effect; nearly all actives have a fitted effect of over 55% in size
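Growth rescue measured by 600 nm absorbance after 48 h yeast culture at 30 C with compound. Values normalized between DMSO and an equimolar ferric chloride plus clioquinol control.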
FUS yeast rescue: FUS proteinopathy suppression in yeast; S. cerevisiae FUS-expressing, growth rescue, OD600, 24 h; Potency, µM (doses to about 76.6 µM), for inactives: at the top dose growth rescue (activation), most hits filed as activators; actives 0.24% (n = 390,000); AID 1347120;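 note: potency is the fitted concentration of half-maximal effect; plate controls were DMSO vehicle for no effect and reference control for full effect; nearly all actives have a fitted effect of over 55% in size; some results filed as inactive show a strong effect at the top dose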
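Restored growth of FUS-toxic S. cerevisiae, read as 600 nm absorbance after 24 h at 30C in galactose medium (starting OD 0.005). Controls CP55940 and DMSO.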
PI5P4K alpha inh: PI5P4K alpha (human) kinase inhibition | P48426 | PI5P4Kalpha enzyme, ADP-Glo luminescence, 60 min; stronger effect = lower value | max response, % | actives 1.2% (n = 330,000); active = max response of -50% or lower; inconclusive = between -30% and -50%; inactive = -30% or higher; note: value at the top dose of about 77 µM; % is set by controls: 0 for no effect and ±100 for the full control effect
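ADP-Glo luminescence end-point read after a 60 min room-temperature kinase reaction of PI5P4Kalpha plus substrate, initiated with ATP at 5 microM final. Buffer: 0.038 M HEPES pH 7.4, EGTA, 0.1% CHAPS, 5% DMSO.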
The depositor's hits bear a star; ? = inconclusive; / = no result given; [ ] = dose if it differs, or a comment. Unless noted, calls come from the whole dose curve; as a rule, active = well fitted curve in the direction sought with a large enough effect; inconclusive = small, poorly fitted or top-dose-only effect, or another doubt; inactive = no such curve, though single readings can be large; an effect the other way counts as inactive or inconclusive. An unsorted share of the library; any-hit rate near 4.1%.

Field names: A = EPAC1 ag; B = WRN inhibitor; C = IL-2 act; D = PLK1 PBD inh; E = aSyn rescue; F = EPAC1 antagonist; G = Abeta yeast res; H = FUS yeast rescue; I = PI5P4K alpha inh
O=C(NCc1ccccc1)/C(=C\c1cccc([N+](=O)[O-])c1)NC(=O)c1ccco1
  A: -3% | B: 14% | C: -1.9 | D: 2% | E: -6% | F: 2% | G: 3% | H: -31% | I: 1

COc1ccc(NC(=O)N(Cc2ccc(C)cc2)Cc2cccnc2)c(OC)c1
  A: 2% | B: 3% | C: -2.2 | D: -23% | E: 3% | F: -2% | G: -6% | H: -1% | I: -3

CC(=O)Nc1nc(-c2ccc3c(c2)CCN3C(=O)C2CC2)c(C)s1
  A: 8% | B: -14% | C: -0.2 | D: -21% | E: -7% | F: 3% | G: -3% | H: 39% | I: 4

Cc1cc2ncn(C(=O)N3CCCCC3)c2cc1C
  A: -2% | B: 0% | C: -0.8 | D: -4% | E: 2% | F: 2% | G: 3% | H: 11% | I: /

COCCNC(=O)c1cccc(OC2CCN(Cc3ccc(F)c(OC)c3)CC2)c1
  A: 1% | B: -1% | C: 0.9 | D: -5% | E: 4% | F: -4% | G: 5% | H: 8% | I: 2

Cc1ccc(C(=O)Nc2ccc(C(=O)N/N=C/c3c[nH]c4ccccc34)cc2)cc1
  A: 7% | B: -16%[57.1 µM] | C: -2.9 | D: 6% | E: 0% | F: -24% | G: -10% | H: 23% | I: -23

Cc1ccc2nc(SCC(=O)Nc3ccccc3F)nc(=O)n2c1
  A: -10% | B: 3% | C: 6.9 | D: -2% | E: 3% | F: 2% | G: -5% | H: 10% | I: -4

CC(=O)Nc1cccc(OCCCNS(=O)(=O)c2ccc(C#N)cc2)c1
  A: -7% | B: 0% | C: -4.0 | D: 2% | E: 1% | F: -2% | G: -4% | H: -14% | I: -5

COc1ccc(C(=O)N2CC=C(c3ccccc3)CC2)cc1S(=O)(=O)N1CCOCC1
  A: 2% | B: 3% | C: -2.3 | D: -10% | E: 0% | F: 0% | G: 16% | H: 14% | I: -3

Nc1nc(Cl)c(C=O)c(N2CCCCC2)n1
  A: -5% | B: 2% | C: -0.5 | D: -4% | E: 1% | F: 8% | G: -3% | H: -4% | I: -2

COc1ccc(CN2CCN(Cc3ccc(C)cc3)C(CCO)C2)cc1OC (stereo not drawn)
  A: 12% | B: -6% | C: -0.5 | D: -5% | E: 1% | F: 1% | G: -13% | H: -6% | I: 0

CCOC(=O)c1c(C)[nH]c(C)c1C(=O)CSc1nnnn1-c1ccccc1
  A: -2% | B: -6%[57.1 µM] | C: -1.9 | D: 1% | E: 1% | F: -4% | G: -2% | H: 18% | I: 3

O=C(N/N=C/c1c(O)n(-c2ccccc2Cl)c(=O)c2ccccc12)C1COc2ccccc2O1 (stereo not drawn)
  A: 14% | B: ? | C: -0.6 | D: 40%[activator] | E: 6% | F: 10µM* | G: -15% | H: 33% | I: -53*

CC(C)N1CCN(Cc2cn[nH]c2C2CCCCC2)CC1CCO (stereo not drawn)
  A: 9% | B: -1% | C: -0.3 | D: -3% | E: -1% | F: 3% | G: 0% | H: 10% | I: 1

Cc1ccc(C(=O)NC2CC(C)(C)NC(C)(C)C2)c(C)c1
  A: 0% | B: 5% | C: -0.5 | D: -8% | E: -1% | F: -1% | G: 0% | H: -12% | I: -1

Cc1cc(C(=O)O)ccc1-n1c(C)cc(C=C2C(=O)c3ccccc3C2=O)c1C
  A: 6% | B: -19%[11.6 µM] | C: 1.0 | D: ? | E: 1% | F: -14% | G: -33%[inhibitor] | H: ? | I: -20

Cc1cnc(CNC(=O)c2ccc(OC3CCN(C(=O)C4CC4)CC3)cc2)cn1
  A: 10% | B: -10% | C: -0.3 | D: -9% | E: 0% | F: 6% | G: 9% | H: 14% | I: -3

CN(CCC#N)C(=O)COC(=O)c1ccc2c(=O)n3c(nc2c1)CCC3
  A: 5% | B: 5% | C: 4.1 | D: 3% | E: 3% | F: -15% | G: 2% | H: -26% | I: 2

CN(CC(=O)NC(=O)NC1CCCCC1)CC(=O)Nc1ccc(OC(F)(F)F)cc1
  A: -10% | B: -8% | C: -4.6 | D: 3% | E: 11% | F: ? | G: 2% | H: / | I: 25

CCCc1nnc(NC(=O)CCC(=O)Nc2ccc(Br)cc2)s1
  A: 5% | B: 1% | C: -0.3 | D: -17% | E: 0% | F: -7% | G: 0% | H: -24% | I: 3

O=C1NC(=O)/C(=C\c2ccc(Cl)cc2Cl)N1
  A: -2% | B: -2% | C: -2.4 | D: -2% | E: 9% | F: -3% | G: -3% | H: / | I: 0

CCOC(=O)CNC(=O)Cn1cnc2c(nnn2-c2cccc(OC)c2)c1=O
  A: 12% | B: -8%[57.1 µM] | C: -2.9 | D: -8% | E: 8% | F: -6% | G: -1% | H: 1% | I: 1

Cc1ccc(NC(=O)c2cc(S(=O)(=O)N3CCCCC3)ccc2N2CCOCC2)cc1F
  A: 1% | B: -3% | C: -0.1 | D: -5% | E: 0% | F: -14% | G: -4% | H: 4% | I: -4

O=[N+]([O-])c1ccc(C[n+]2cccc3ccc4cccnc4c32)cc1
  A: 0% | B: -8% | C: -0.1 | D: 9.5µM* | E: 2% | F: 4% | G: -37%[inhibitor] | H: -3% | I: -58*

COc1cc(OC)c(S(=O)(=O)Nc2ccccc2N2CCCCC2)cc1NC(C)=O
  A: -2% | B: -3% | C: 1.3 | D: -3% | E: 0% | F: -9% | G: -8% | H: -17% | I: 3

CCCNCc1cc(OC)c(OCCC)cc1Cl
  A: 2% | B: 10% | C: -3.8 | D: 2% | E: 5% | F: 4% | G: 0% | H: -9% | I: 2

COc1ccc(CCNC(=O)COc2ccc([N+](=O)[O-])cc2)cc1
  A: 5% | B: 13%[57.1 µM] | C: -1.1 | D: 19µM* | E: -3% | F: -8% | G: -10% | H: -6% | I: -19

COC(C[C@@H](O)CC(=O)[C@H](C)OCc1ccccc1)OC
  A: -5% | B: 2% | C: -0.4 | D: 1% | E: 1% | F: 13% | G: -6% | H: -13% | I: 0

COc1ccc(-c2oc3c(OC)c(OC)c(OC)c(O)c3c(=O)c2OC)cc1OC
  A: -7% | B: -1% | C: -0.4 | D: -6% | E: -10% | F: -4% | G: -36%[inhibitor] | H: 14% | I: -3

CCc1cc(OCCCCNCc2ccccc2)ccc1Cl
  A: 4% | B: ? | C: 1.7 | D: -7% | E: -15% | F: -6% | G: -35% | H: 13% | I: 18

CC1CCCC(C)N1CC(O)COCc1ccccc1 (stereo not drawn)
  A: 0% | B: -15% | C: -0.2 | D: -5% | E: -1% | F: -8% | G: -13% | H: 12% | I: -3

CC(NC(=O)CN(C)CC(=O)Nc1ccc(Cl)c(C(F)(F)F)c1)c1ccccc1 (stereo not drawn)
  A: -1% | B: 3% | C: -1.0 | D: 1% | E: -9% | F: -18% | G: 29% | H: 14% | I: 10

Cc1ccc(-n2nc(C)c(NC(=O)COC(=O)c3ccccc3NCCO)c2C)cc1
  A: 8% | B: -8% | C: -3.2 | D: -4% | E: 6% | F: 8% | G: 12% | H: 5% | I: -7

CCCCCn1c(S(=O)(=O)O)nc2ccccc21
  A: 3% | B: 5% | C: -0.6 | D: -3% | E: 10% | F: 4% | G: 7% | H: 11% | I: -1

O=c1/c(=C\c2cc([N+](=O)[O-])cc([N+](=O)[O-])c2O)sc2nc3ccccc3n12
  A: -8% | B: 35µM* | C: 1.6 | D: ? | E: -13% | F: ? | G: 1% | H: 20% | I: -95*

CCOC(=O)C1(Cc2cccc(OC)c2)CCN(Cc2cccc(O)c2)CC1
  A: 9% | B: -1% | C: 1.4 | D: -2% | E: 1% | F: -8% | G: 10% | H: 6% | I: -2

Cc1ccc2c(c1)NC(=O)C(CC(=O)NCCCN1CCN(c3cc(Cl)ccc3C)CC1)O2 (stereo not drawn)
  A: -1% | B: 9% | C: -3.7 | D: -8% | E: -2% | F: -8% | G: -15% | H: 2% | I: 1

COC(C(=O)Nc1ccnn1C1CCN(Cc2ccc(C)o2)CC1)c1ccccc1 (stereo not drawn)
  A: -3% | B: -6% | C: -2.6 | D: -8% | E: -2% | F: -14% | G: -10% | H: / | I: 2

CCOc1c(/C=C(\C#N)C(N)=O)c2ccccc2n1CC
  A: -9% | B: -12% | C: -0.3 | D: 2% | E: 1% | F: -4% | G: 1% | H: / | I: 0

O=C(NCc1ccccc1)c1ccc(Cn2cc(C(F)(F)F)ccc2=O)cc1
  A: 1% | B: -4% | C: -0.7 | D: -1% | E: 2% | F: -2% | G: 29% | H: 0% | I: /

Cc1ccccc1N1CC(C(=O)N2CC(C)CC(C)C2)CC1=O (stereo not drawn)
  A: -4% | B: -26% | C: 1.5 | D: -8% | E: -20% | F: 10% | G: -15% | H: 14% | I: 5

O=C(O)C1=C[C@@H](c2csc3ccccc23)C[C@@H](OCCCCO)O1
  A: 8% | B: 0% | C: -0.6 | D: ? | E: -1% | F: 1% | G: -6% | H: -5% | I: -3

CCC/C(=N/NC(=O)c1ccc2c(c1)OCO2)c1cccs1
  A: 3% | B: -26% | C: -1.0 | D: -8% | E: -3% | F: 13% | G: -4% | H: / | I: 1

CCC1Cc2[nH]c(=S)[nH]c(=O)c2C(c2ccc(Cl)cc2)O1 (stereo not drawn)
  A: 2% | B: -7% | C: -0.7 | D: -8% | E: 5% | F: -8% | G: -6% | H: -7% | I: 2

O=C(O)C(c1ccccc1)C1(O)CCCCC1 (stereo not drawn)
  A: 0% | B: 1% | C: 0.7 | D: -4% | E: -3% | F: 7% | G: 5% | H: -29% | I: 5

Copied from the list:
Reading for CC1CCCC(C)N1CC(O)COCc1ccccc1 (stereo not drawn) under PI5P4K alpha inh: -3
Reading for O=C(NCc1ccccc1)c1ccc(Cn2cc(C(F)(F)F)ccc2=O)cc1 under EPAC1 ag: 1%
Reading for Nc1nc(Cl)c(C=O)c(N2CCCCC2)n1 under PLK1 PBD inh: -4%

Screening data (PubChem)
